Assay outcomes from PubChem.
H1N1 NS1A inhibition: H1N1 influenza NS1A inhibitors, functional cell based assay (AID 504329). NS1A functional cell-based assay, percent inhibition; higher % means a stronger effect. inhibition, % at 12.5 µM, or IC50 in µM where a hit was titrated. actives 0.3% (n = 340,000); in the data active = a potency from the dose series; inconclusive = inhibition above about 27% without an active follow-up result; also: strong numbers were not always called active
Salmonella PhoP GFP: Inhibition of PhoP regulon, Salmonella typhi GFP reporter cells, confirmation, 4 h (AID 1850); inhibition, % at 50 µM; hits with a dose series show IC50 in µM; Salmonella Typhi PhoP-promoter GFP reporter, fluorescence, 4 h; higher % means a stronger effect; actives 0.33% (n = 310,000); in the data active = a potency from the dose series; inconclusive = inhibition mostly from about 25% at the one dose, without a potency; inactive = the rest, 99 in 100 with inhibition below about 19%;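 also: 0% = induced wells with vehicle and 100% = uninduced wells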
VEEV TC-83 Vero: inhibitors of VEEV TC-83 cytopathic effect, confirmation, Vero cells (AID 588727). actives 0.13% (n = 350,000). Vero cells, VEEV TC-83 cytopathic effect inhibition; higher % means a stronger effect. inhibition, % at 20 µM, or IC50 in µM where a hit was titrated; in the data active = a potency from the dose series; inconclusive = inhibition mostly from about 14% at the one dose, without a potency; inactive = the rest, 99 in 100 with inhibition below about 12%; also: strong numbers were not always called active
tuberculosis growth: growth inhibition of non-replicating M. tuberculosis (AID 488890) | Mycobacterium tuberculosis non-replicating, growth inhibition; higher % means a stronger effect | inhibition, % at 25 µM, or IC50 in µM where a hit was titrated | actives 0.39% (n = 320,000); in the data active = a potency from the dose series; inconclusive = inhibition mostly from about 82% at the one dose, without a potency; inactive = the rest, 99 in 100 with inhibition below about 76%;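 also: plate controls were DMSO cells for no effect and high antibiotic wells for full effect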
M. tuberculosis HTS: M. tuberculosis growth inhibition, HTS (AID 449762). M. tuberculosis H37Rv growth inhibition, 7H9 media; higher % means a stronger effect. inhibition, % at 25 µM; hits with a dose series show IC50 in µM. actives 0.59% (n = 330,000); in the data active = a potency from the dose series; inconclusive = inhibition above about 70% without an active follow-up result;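 also: bacterial growth assessed after seven days of incubation; strong numbers were not always called active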
VEEV TC-83 Vero 10K pilot screen: also measured in VEEV TC-83 Vero; calls as there; inhibition, %; measured here: 10K pilot screen inhibition
Starred values were filed as active, the others as inactive; i = inactive; ? = inconclusive; . = not tested or not shown.

Sample of the layout:
SMILES	H1N1 NS1A inhibition	Salmonella PhoP GFP	VEEV TC-83 Vero	tuberculosis growth	M. tuberculosis HTS	others
CCOC(=O)c1ccc(-c2ccc(C=O)o2)cc1	-21%	-18%	1.1%	?	13%
O=C(CN1CCN(C(=O)N2CCCCC2)CC1)Nc1ccc(F)cc1	-15%	-6%	0.8%	-1%	-4%
NS(=O)(=O)c1ccc(-n2nncc2C23CC4CC(CC(C4)C2)C3)cc1	-1%	18%	0.6%	5%	-4%

The list itself, repeating the preview:
SMILES	H1N1 NS1A inhibition	Salmonella PhoP GFP	VEEV TC-83 Vero	tuberculosis growth	M. tuberculosis HTS	others
CCOC(=O)c1ccc(-c2ccc(C=O)o2)cc1	-21%	-18%	1.1%	?	13%
O=C(CN1CCN(C(=O)N2CCCCC2)CC1)Nc1ccc(F)cc1	-15%	-6%	0.8%	-1%	-4%
NS(=O)(=O)c1ccc(-n2nncc2C23CC4CC(CC(C4)C2)C3)cc1	-1%	18%	0.6%	5%	-4%
COc1ccc(CCNC(=O)c2cc(Cl)nc3ccccc23)cc1	-8%	1%	1.1%	0%	-1%
Cc1ccc(Nc2c([N+](=O)[O-])ccc3nonc23)cc1C	3%	0%	i	-1%	14%
CCN1CCN(CC(=O)Nc2nc3ccc(OC)cc3s2)CC1	3%	-7%	i	-16%	-1%
Cc1ccc(CNC(=O)CSc2ncn[nH]2)cc1	-5%	1%	0.6%	-8%	1%
Cc1ccc(-c2csc3nc(SCC(=O)Nc4ccc(Cl)c(C(=O)O)c4)[nH]c(=O)c23)cc1	-2%	2%	3.2%	-10%	2%
Cc1cccc(OCCCCc2c(C)n[nH]c2C)c1	-21%	-2%	i	9.9µM*	?
O=C(NCc1ccco1)c1cccc(S(=O)(=O)N2CCN(Cc3ccccc3)CC2)c1	6%	5%	0.7%	17%	0%
O=C(CCn1cnnn1)NC1CCCN(Cc2ccccc2F)C1 (stereo not given)	-1%	-7%	2.5%	-9%	-12%
COC(=O)CC1C(C(=O)OC)ON2OC(C(=O)OC)C(C(=O)OC)C12 (stereo not given)	-1%	-8%	0.2%	2%	5%
CCOC(=O)c1[nH]c2ccc(OC)cc2c1N=CN(C)C	-5%	0%	3.3%	-1%	-7%
O=C(Nc1ccc(S(=O)(=O)Nc2nccc(C3Cc4ccccc4C(=O)O3)n2)cc1)c1ccccc1 (stereo not given)	3%	-7%	1.3%	10%	0%
CCc1ccc(-c2csc3ncn(CC(=O)NCc4ccco4)c(=O)c23)cc1	-2%	6%	2.5%	65%	3%
CCN(CC)CCCn1c(=S)[nH]c2cc(Cl)ccc2c1=O	2%	14%	i	12%	-6%
Cc1cc(NC(=O)CCCn2nc([N+](=O)[O-])c(Cl)c2C)no1	-1%	8%	i	-15%	4%
Cc1ccc(N2CC(C(=O)Nc3ncc([N+](=O)[O-])s3)CC2=O)cc1 (stereo not given)	-1%	-5%	0.9%	29%	?
Cc1cccc(N2CCN(C3=NC(=O)/C(=C\c4cn[nH]c4-c4ccccc4)S3)CC2)c1	-4%	-5%	2.0%	-9%	-5%
COc1ccccc1NC(=O)COC(=O)/C=C/c1ccc(OC)c(OC)c1	-8%	.	6.9%	47%	25%
O=C(CCCN1C(=O)c2ccccc2C1=O)NCCN1C(=O)S/C(=C\c2cccs2)C1=O	1%	-1%	1.4%	2%	-6%
CN1C(C(=O)NCc2ccc(OC(F)(F)F)cc2)CC2Cn3c(nc4cc(Cl)c(Cl)cc43)C21 (stereo not given)	-5%	-6%	1.9%	19%	40µM*
C=CCN(Cc1ccc(OC)c(OC)c1)C(=O)c1cc2cc(F)ccc2[nH]1	4%	0%	0.1%	-1%	8%
COc1ccc(C(=O)Oc2cc(C)[nH]c(=O)c2[N+](=O)[O-])c(OC)c1	-10%	-12%	0.3%	-8%	-6%
CCCOc1cccc(CN2CCCCC2c2cccnc2)c1 (stereo not given)	-11%	-2%	1.3%	9%	-8%
SMILES	H1N1 NS1A inhibition	Salmonella PhoP GFP	VEEV TC-83 Vero	tuberculosis growth	M. tuberculosis HTS	others
COc1cc(C2C3=C(CC(C)(C)CC3=O)OC(N)=C2[N+](=O)[O-])ccc1O (stereo not given)	4%	4%	1.2%	i	0%
Cc1ccc(-c2nnc(Nc3cccc(O)c3)c3ccccc23)cc1S(=O)(=O)NCCO	0%	0%	1.4%	-1%	3%
N=C1/C(=C/c2cccn2-c2ccc([N+](=O)[O-])cc2)C(=O)N=C2SC=CN12	-5%	0%	0.1%	-26%	-4%
COC(=O)c1cc(Cl)c(NC(=O)/C=C/c2ccc(Cl)cc2)cc1OC	-5%	1%	9.3%	-9%	8%
COc1ccc(NC(=O)C2CCCCN2CC(=O)OCc2ccccc2)cc1OC (stereo not given)	-1%	-6%	0.8%	37%	8%
COCCNC(=O)C(c1ccc(OC)cc1)N(CCOC)C(=O)CCC(=O)Nc1nccs1 (stereo not given)	-4%	6%	0.3%	-1%	7%
CC1=C(Sc2nc3ccccc3[nH]2)C(=O)NC(C)(C)C1	9%	-5%	1.2%	3%	2%
Cc1cccc(N2CCN(C(=O)C(NS(=O)(=O)c3cccs3)c3ccccc3)CC2)c1C (stereo not given)	7%	0%	0.2%	22%	-9%
Cc1ccc(Cl)cc1N1C(=O)CC(Sc2ncccn2)C1=O (stereo not given)	-3%	-8%	0.7%	79%	-7%
CCOCCCNC(=O)c1ccc(N2CCOCC2)c(NS(=O)(=O)c2ccc(OC)cc2)c1	-19%	1%	i	14%	2%
CCCN1CCN(CCCNC(=O)CCCn2nc(C)c3sc4ccccc4c3c2=O)CC1	-5%	9%	1.1%	0%	4%
O=C(NNC(=O)c1ccc2c(=O)n3c(nc2c1)CCC3)c1cccc(Cl)c1	0%	-4%	2.1%	-11%	1%
CCOc1ccc(NS(=O)(=O)c2ccc(NC(=O)c3cccnc3)c(OC)c2)cc1	-2%	10%	0.4%	8%	2%
CCOC(=O)N1c2ccccc2Sc2ccccc21	7%	-3%	i	.	11%
CCOC(=O)Cc1csc(NC(=O)COc2ccc(C)c(C)c2)n1	2%	7%	1.1%	60%	-4%
Cc1ccc2c(CSc3nncn3C)cc(=O)oc2c1C	9%	0%	1.3%	-8%	-3%
O=C(Cn1nc(-c2cccc(Cl)c2)ccc1=O)Nc1cccnc1	3%	-4%	3.6%	16%	7%
Cc1cc(SCC(=O)N(C)CC(=O)Nc2ccc(F)cc2)nc2ccccc12	-2%	-25%	7.3%	38%	10%
COc1ccc(C(=O)N2CCCC(Nc3ccc(F)cc3)C2)cc1F (stereo not given)	18%	-2%	2.4%	-3%	7%
CCOC(=O)C1=C(CN2CCC(C)CC2)NC(=O)NC1c1ccc(Cl)cc1 (stereo not given)	1%	2%	1.8%	12%	-10%
Cc1ccc(NC(=O)COc2ccccc2)c(NC(=O)c2ccco2)c1	-6%	-11%	2.0%	-2%	5%
O=C(NC1CCCCC1)C(c1ccncc1)N(C(=O)c1csnn1)c1ccccc1F (stereo not given)	-5%	11%	0.2%	-8%	0%
COc1ccc(F)cc1Cn1nc(C(=O)O)c2ccccc2c1=O	-1%	5%	1.2%	-7%	2%
CCOC(=O)c1c(C)[nH]c(C(=O)COC(=O)c2cnccn2)c1C	-2%	.	1.4%	-9%	1%
CCCn1c2ccccc2c2nnc(SCC(=O)Nc3nnc(CC(=O)OCC)s3)nc21	2%	5%	0.8%	-4%	-1%
SMILES	H1N1 NS1A inhibition	Salmonella PhoP GFP	VEEV TC-83 Vero	tuberculosis growth	M. tuberculosis HTS	others
COc1ccccc1NC(=S)NCCc1c[nH]c2ccccc12	18%	4%	6.3%	32%	7%
CCCNC(=O)C(=O)N/N=C/c1ccc(OCc2ccccc2)cc1	5%	-6%	i	-1%	7%
COc1ccc(-c2nc(N)nc(N)n2)c(O)c1	11%	.	1.0%	-8%	0%
CC(=O)c1cccc(NC(=O)N2CCC(NC(=O)C3CCCCC3)CC2)c1	-7%	9%	2.3%	-21%	-3%
c1ccc(-n2cnnc2SCc2nc3ccccc3s2)cc1	0%	9%	6.9%	-12%	3%
COc1ccc(C2(O)C(=O)Nc3ccc(C)cc32)cc1 (stereo not given)	-2%	-3%	1.1%	-9%	-3%
Cc1ccc(NS(=O)(=O)c2ccc(C(=O)NCCCN3CCCC3=O)cc2)cc1	-11%	-2%	1.9%	2%	1%
CCOc1ccccc1Nc1nc(-c2cccnc2)cs1	4%	-5%	7.0%	40%	56%
COc1ccc(C(=O)CN2C(=O)c3ccccc3C2=O)c(OC)c1	5%	-4%	2.1%	-2%	4%
O=C(NCc1ccccc1Cl)c1cc2c(s1)CS(=O)(=O)C2	2%	8%	0.1%	-10%	1%
O=C(Cc1ccccc1)Oc1ccc(N2C(=O)CCC2=O)cc1	0%	-11%	0.8%	8%	4%
Cc1noc(C)c1S(=O)(=O)N(C)C[C@H]1Oc2ccc(NC(=O)NC(C)C)cc2C(=O)N([C@H](C)CO)C[C@@H]1C	10%	.	0.4%	5%	-7%
CCN(CC)c1ccc(/C=C/c2cc(-c3ccccc3)c3ccccc3n2)cc1	-34%	-12%	0.8%	20%	2%
Brc1cc(Br)c2nc(-c3ccc(N4CCOCC4)cc3)ccc2c1	-16%	-4%	i	.	.
O=c1c2ccccc2c(C=NCCc2ccccc2)c(O)n1Cc1ccccc1	8%	9%	4.8%	20%	4%
CC(=NNC(=O)c1cc(C)nc2ccccc12)c1ccc(N2CCOCC2)cc1	2%	.	4.0%	-9%	-3%
CCN1CCN(CCC(=O)Nc2ccc(Br)c(C)c2)CC1	1%	-5%	i	2%	-2%
CC/C(=N\NC(=O)COc1ccc(Br)cc1)c1ccc(OC)c(OC)c1	7%	-1%	0.2%	6%	5%
NS(=O)(=O)c1ccc(CCNC(=O)COC(=O)c2nc(Cl)ccc2Cl)cc1	-5%	.	3.4%	-7%	-5%
CCC1CC(=O)CCN1S(=O)(=O)c1ccc(C)cc1 (stereo not given)	-1%	.	1.5%	.	.
CC(=O)Nc1ccccc1C(=O)C(=O)Nc1cccc(C(=O)NCc2ccc(C)cc2)c1	.	6%	.	33%	1%
C/C=C/c1cc(CN2CCN(c3ccccc3)CC2)c(O)c(OC)c1	1%	1%	23%	30%	2%
O=C(NCC(c1ccco1)N1CCN(c2ccccc2)CC1)OCc1ccccc1 (stereo not given)	4%	5%	1.6%	30%	-1%
COCCCNC(=S)Nc1cccc2ncccc12	5%	2%	0.6%	34%	-11%
O=C1NC(c2ccccc2)=C(c2nc3ccccc3s2)C(c2ccc(O)cc2)N1 (stereo not given)	3%	-10%	i	24%	?

Copied from the results shown (4 entries):
SMILES	H1N1 NS1A inhibition	Salmonella PhoP GFP	VEEV TC-83 Vero	tuberculosis growth	M. tuberculosis HTS	others
COc1ccccc1NC(=S)NCCc1c[nH]c2ccccc12	18%	4%	6.3%	32%	7%
CCCNC(=O)C(=O)N/N=C/c1ccc(OCc2ccccc2)cc1	5%	-6%	i	-1%	7%
COc1ccc(-c2nc(N)nc(N)n2)c(O)c1	11%	.	1.0%	-8%	0%
CC(=O)c1cccc(NC(=O)N2CCC(NC(=O)C3CCCCC3)CC2)c1	-7%	9%	2.3%	-21%	-3%

(list continues)
SMILES	H1N1 NS1A inhibition	Salmonella PhoP GFP	VEEV TC-83 Vero	tuberculosis growth	M. tuberculosis HTS	others
Cc1nn(-c2ccccn2)c2c1C(c1ccncc1)C1=C(CC(C)(C)CC1=O)N2 (stereo not given)	-13%	5%	i	27%	7%
O=c1[nH]c2ccc(S(=O)(=O)N3CCCCC3)cc2[nH]1	-2%	-8%	2.0%	-8%	-3%
O=S(=O)(c1ccc2c(c1)OCCO2)N1CCC(c2nc3ccccc3s2)CC1	1%	1%	i	-3%	-12%
Cn1cnnc1SCC(=O)c1ccc(OC(F)F)cc1	6%	0%	5.9%	.	.
N#Cc1ccc(N2CCN(c3ccc(F)cc3)CC2)cc1	9%	4%	0.9%	14%	-3%	VEEV TC-83 Vero 10K pilot screen=0.6
CN(C)c1ccc(NC(=O)c2ccc(COc3cccc(Cl)c3)o2)cc1	19%	-17%	2.3%	?	?
COc1cc(OC)c2cc(C(=O)N[C@@H](Cc3ccccc3)C(=O)O)n(C)c2c1	-5%	0%	0.5%	4%	1%
Cc1cccc(N2C(=O)NC(=O)/C(=C/c3ccc([N+](=O)[O-])o3)C2=O)c1	.	2%	.	45%	?
CCCCN(C(=O)c1cc2c(s1)CCC2)c1c(N)n(CCC)c(=O)[nH]c1=O	-14%	.	1.8%	.	.
O=CN1CCN(C(=O)c2ccc(Br)o2)CC1	6%	-10%	0.6%	-3%	-1%
O=C(CSc1nccn(-c2cccc(F)c2)c1=O)Nc1ccc(Cl)cc1F	1%	-10%	1.8%	42%	-3%
CCN(CC)C(=O)CSc1nnc2c3ccccc3n(C)c2n1	-2%	0%	1.2%	4%	-5%
